EBV LMP1 NFkB = inhibitors of Epstein-Barr LMP1-induced NF-kappaB reporter. LMP1-induced NF-kappaB luciferase reporter cells, luminescence. inhibition, % at 12.5 µM. 350,000 tested, 0.69% active. AID 504558; in the data active = inhibition above about 41%;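 note: 0% = neutral control wells and 100% = reference inhibitor control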
CF NFkB block = blocks PAF-induced NF-kB reporter in cystic fibrosis cells | KKLEB NF-kB-GFP reporter, GFP fluorescence overnight | inhibition, % at 5 µM | 360,000 tested, 0.86% active | AID 588850;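 active = at least 50% inhibition at 5 µM, scaled per plate between neutral and stimulator controls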;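 note: PAF is a Pseudomonas aeruginosa culture filtrate used as stimulus; plate controls were PAF-stimulated DMSO wells for no effect and unstimulated DMSO wells for full effect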
HIF-2a block = HIF-2a inhibition; AID 624352; inhibition, % at 18.8 µM; 360,000 tested, 0.72% active; 786-0 RCC cells HIF-2a reporter, luciferase luminescence, overnight;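 active = inhibition of the luminescence signal of 40% or more relative to plate controls, in a single-dose primary screen at 18.75 µM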
NR2E3 ag-1 = NR2E3 (human) agonism; AID 2300; inhibition of corepressor binding, % at 4.78 µM; GST-NR2E3/biotin-RetCOR TR-FRET, 1536-well; Q9Y5X4; 320,000 tested, 0.12% active;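 active = percent inhibition above the cutoff of mean plus 3 SD of all tested compounds, set per screening campaign, cut at about 20% in these data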;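 note: 0% = DMSO wells and 100% = biotin wells as full block of FRET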
Target sequence (Q9Y5X4 whole entry, looked up): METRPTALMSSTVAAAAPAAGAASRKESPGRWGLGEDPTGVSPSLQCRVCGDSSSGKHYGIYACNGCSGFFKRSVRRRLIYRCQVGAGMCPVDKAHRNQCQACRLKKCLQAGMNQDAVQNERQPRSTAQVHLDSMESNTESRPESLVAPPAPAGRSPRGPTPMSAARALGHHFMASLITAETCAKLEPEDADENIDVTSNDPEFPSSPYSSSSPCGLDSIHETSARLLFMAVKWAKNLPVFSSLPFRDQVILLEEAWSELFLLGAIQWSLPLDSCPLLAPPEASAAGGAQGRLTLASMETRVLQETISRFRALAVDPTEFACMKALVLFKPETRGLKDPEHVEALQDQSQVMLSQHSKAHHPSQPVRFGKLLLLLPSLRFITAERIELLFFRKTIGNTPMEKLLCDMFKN
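System: GST-tagged NR2E3 plus biotinylated RetCOR corepressor; Buffer or medium: pH 7.5 Tris-based buffer; Probe or stimulus: RetCOR corepressor, biotinylated, 7 nM; Doses: compound at 4.8 µM, single dose; Schedule: 5 h incubation at 4 °C; Technique: time-resolved FRET; Evaluation: percent inhibition of TR-FRET ratio; Replication: one well per compound, singlicate testing.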
KKLEB tox = CF airway cell cytotoxicity counter-screen; activity change (cytotoxicity), % at 5 µM; 360,000 tested, 0.36% active; KKLEB CF airway cells viability, ATPlite luminescence, overnight; active compounds read low; cells stimulated with P. aeruginosa culture filtrate;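 active = corrected activity change at or below -50% at 5 µM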
Shn3 inh set2 = Schnurri-3 reporter inhibition in Clone20 osteoblasts | inhibition, % at 12.5 µM | 360,000 tested, 0.52% active | AID 588674 | Clone20 osteoblast Shn3 3'UTR firefly luciferase, 24 h;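 active = mean inhibition of at least 75% with every replicate also reaching 75%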;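 note: 0% = median of neutral control wells and 100% = pilot-screen positive control compound; some compounds past the cut are filed as inactive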
NR2E3 ag-2 = agonists of human NR2E3 nuclear receptor; Q9Y5X4; CHO-S Gal4-NCOR/VP16-NR2E3 two-hybrid, luciferase; inhibition of corepressor binding, % at 3.98 µM; 360,000 tested, 0.35% active; AID 602229;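 active = inhibition above the mean of all tested compounds plus 3 SD, cut at about 70% in these data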;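 note: 0% = DMSO with NR2E3 transfected cells and 100% = cells lacking NR2E3 construct; higher means lower luciferase signal from less NR2E3 corepressor binding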
C8 TRAIL sens = caspase-8 TRAIL sensitization. NB7+C8 cells + TRAIL, ATPlite viability luminescence. inhibition (viability loss, TRAIL sensitization), % at 10 µM. 360,000 tested, 1% active;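 active = compounds causing at least 50% loss of cell viability in the single-dose screen, relative to plate controls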
MITF TRPM1 inh = reduces MITF-dependent TRPM1 promoter luciferase signal. SK-MEL-5 TRPM1 promoter luciferase, 24 h. inhibition, % at 12.5 µM. 330,000 tested, 0.83% active. AID 488899;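 active = mean inhibition across replicates of 60% or more, whatever share of single replicates reaches that level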; note: values of inactives mirror those of a sister screen read the other way
Peg3 prom inh = inhibitors of Peg3 promoter. 360,000 tested, 1.7% active. HeLa PEG-Prom luciferase reporter, luminescence, overnight. inhibition, % at 20 µM;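 active = inhibition of at least 50% at 20 µM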
iPSC survival up = enhancers of human iPSC single-cell survival | hiPSC single-cell survival, ATPlite luminescence; 100% = ROCK inhibitor wells, 0% = DMSO | survival enhancement, % at 20 µM | 360,000 tested, 0.044% active | AID 602274; in the data active = survival enhancement above about 18%;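 note: cells exposed to compounds for 16 hours before the ATP read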
Active calls of the source: *; x = no result given.

SMILES	EBV LMP1 NFkB	CF NFkB block	HIF-2a block	NR2E3 ag-1	KKLEB tox	Shn3 inh set2	NR2E3 ag-2	C8 TRAIL sens	MITF TRPM1 inh	Peg3 prom inh	iPSC survival up
O=C(COC(=O)c1cccnc1Cl)NCc1cccs1	-1	17	3	-3	-2	-2	-7	3	42	-1	-0.1
CCN(CC(=O)NCc1cccs1)C(=O)/C=C/c1cccc(Cl)c1Cl	-3	-16	-10	-1	6	-12	-12	1	-10	-5	0.2
NC(=O)C1(N2CCCCC2)CCN(CC(=O)Nc2cc(Cl)ccc2Cl)CC1	-7	11	7	1	13	32	-27	5	1	20	-0.6
CC(Nc1oc(-c2ccco2)nc1C#N)c1ccccc1 (configuration not stated)	-10	10	19	0	-8	13	-19	-15	5	12	1.7
CCCCn1nc(NC(=O)CC(C)C)c2cc3cc(OC)ccc3nc21	-18	-15	1	-2	4	28	-28	-7	5	7	-0.4
COc1ccccc1NC(=O)Nc1ccc2c(c1)nnn2C	-22	12	-167	-3	-5	-65	-32	54*	-60	-167	-2.5
COC(=O)c1ccc(NC(=S)N2CCC(C(N)=O)CC2)cc1	-4	4	8	-2	-8	13	-10	-7	-16	-2	-0.9
COc1cccc(Cn2nnc(C(=O)Nc3cc(C)ccc3OC)c2N)c1	-6	4	-5	2	-4	26	56	0	-5	8	-4.7
C=CCN(CC=C)CCOc1cccc(Oc2ccccc2)c1	-9	3	-2	0	-3	8	7	5	-5	6	-0.2
Cc1ccc(SCCNC(=O)c2ccccc2)cc1	-9	11	-17	2	-25	-6	-13	-7	-6	-3	-2.2
O=C(Oc1cccc(N2C(=O)CCC2=O)c1)C1CC(=O)N(c2ccc(F)cc2)C1 (configuration not stated)	2	-7	9	-3	-12	9	12	-7	-7	16	0.2
Cc1ccccc1-c1cccc([C@@H]2C[C@H]3[C@H](CON3C)CN2C(=O)C(C)(C)C)c1	-8	-23	8	x	11	-1	10	6	-5	13	-1.0
Cc1ccc(Oc2ncccc2COC(=O)Nc2ccccc2C)cc1	-3	10	-7	3	-8	19	-12	-1	-12	13	0.2
CSc1ncc(C(=O)Nc2ccccc2F)c(-c2ccccc2)n1	2	-18	18	-2	7	-3	-13	-6	x	5	0.6
NC(=O)c1ccc(NC(=O)CSC(=O)c2ccccc2)cc1	-6	5	-26	x	-6	-23	-18	4	-20	-8	-0.5
COc1cccc(N2C(=O)CC(N3CCN(C(=O)c4ccco4)CC3)C2=O)c1 (configuration not stated)	5	1	9	-1	-1	0	-6	11	-7	8	-0.7
Cc1ccccc1CSCCNC(=O)COc1ccc(Cl)cc1	-11	-3	-9	1	1	-27	-6	-16	-17	0	-0.8
CC12COC3(C(=O)Nc4ccc5ccccc5c4)CC1CCC32C (configuration not stated)	-1	-12	-187	3	-9	-67	-189	9	-16	-246	-1.2
O=C(NNc1cccc(Cl)n1)Nc1cccc(C(F)(F)F)c1	5	15	24	0	2	-4	8	18	18	20	0.0
CN1CCC(N(C)C(=O)COc2ccc(S(=O)(=O)N3CCOCC3)cc2)CC1	-4	7	2	-2	1	-23	14	11	-2	2	-0.3
COCCCNS(=O)(=O)c1ccc2c(c1)OCCO2	10	-18	9	1	6	8	22	-7	-2	5	-2.3
Cc1nn(CC(=O)NCc2cccc(F)c2)c(=O)c2cccn12	-3	-2	2	1	-18	-5	-20	-1	2	-16	0.2
COC(=O)c1c(NC(=O)c2ccco2)sc2c1CCN(C(C)C)C2	14	-127	2	5	11	-18	-26	5	8	5	0.1
COc1ccc(-c2cc(C(=O)Nc3c(C)n(C)n(-c4ccccc4)c3=O)c3ccccc3n2)cc1OC	7	-8	-2	1	6	-12	-14	18	15	30	1.1
CCn1c(C)c(C)c2cc(C(=O)N3CCc4ccccc4C3)ccc21	x	-9	-60	-2	-2	73	-55	32	21	-18	0.0
O=c1c2c3c(sc2nc2n1CCCCC2)CCC3	-3	15	-85	5	-9	-17	-38	23	-32	-71	0.4
Cn1nc(Oc2ncc(C(F)(F)F)cc2Cl)cc1C(F)(F)F	3	-4	10	0	2	-17	-16	-8	5	4	0.8
Cc1nc2ccc(S(=O)(=O)Nc3ccccc3C)cc2s1	7	38	-23	-1	-14	-1	-2	-7	4	25	-2.3
Cn1c(SCC(=O)c2ccccc2)nnc1C1CC1	-19	-4	-85	0	1	7	-20	11	-5	-58	-2.3
CCOC(=O)C1CCN(C(=O)Cn2nc(CC)n3cccc3c2=O)CC1	7	6	9	0	2	-18	-4	-27	-4	-11	-0.5
O=C1/C(=C/c2cccnc2)Oc2cc(OS(=O)(=O)c3ccc(F)cc3)ccc21	6	-8	-28	1	-3	41	6	5	3	-2	-1.8
COc1ccccc1N1CCN(C(=O)CSc2nc(-c3ccccc3)cc(=O)[nH]2)CC1	-21	10	23	-1	4	-32	2	-7	5	10	0.6
CN(Cc1ccccc1)C(=O)c1csc(COCCO)n1	x	13	5	x	2	2	-40	-9	x	6	-1.9
COc1cc(SC)ccc1C(=O)OCC(=O)N1CCN(C(C)=O)CC1	1	-6	11	0	15	-6	-9	-2	-9	-17	0.0
CNC(=S)NNC(=O)c1sccc1OCc1ccc(C)cc1	1	6	17	-1	4	1	2	-32	3	10	-1.0
Cc1ccc(-c2nnc(Nc3ccc(C(N)=O)cc3)c3ccccc23)cc1S(=O)(=O)NCC1CCCO1 (configuration not stated)	4	1	21	-1	-3	-5	-31	14	-5	37	-0.7
COc1ccc(NS(=O)(=O)c2ccc(NC(=O)C(CCSC)NC(N)=O)cc2)cc1 (configuration not stated)	5	3	13	3	-2	81	-18	7	-8	7	-0.6
O=C(CSc1nccn1-c1ccccc1)c1ccc(Br)cc1	-5	0	-191	4	0	-23	-40	2	-11	-116	7.5
O=C(NCC(c1cccs1)N1CCOCC1)c1ccccc1NS(=O)(=O)c1cc([N+](=O)[O-])ccc1Cl (configuration not stated)	0	11	5	3	-1	7	14	2	3	27	2.7
CCc1ccccc1N(CC(=O)N1CCc2ccccc2C1)S(C)(=O)=O	-4	2	-2	6	-3	20	-11	-17	2	1	-0.2
C=CCc1cc(C=O)cc(OC)c1OCc1ccc(Cl)cc1	-3	-21	11	-1	0	5	-17	14	-7	3	-0.1
O=C(CN1C(=O)C2CCCCC2C1=O)OCn1nnc2ccccc2c1=O (configuration not stated)	-8	-10	15	-1	-1	5	13	4	-5	7	4.3
CC1(C)CC(=O)c2c(nc3ccccc3c2N)C1	1	-4	-9	-3	0	-1	7	-12	-3	3	0.0
CNC[C@H](CC1CCCCC1)NC[C@H](Cc1ccccc1)NCCC12CC3CC(CC(C3)C1)C2	-14	65*	96*	-2	-85*	98*	10	96*	49	99*	-6.5
C/C(N)=C(/C#N)C(=O)CSc1nn(-c2ccc(Cl)cc2)c(=S)s1	-27	12	-183	-7	2	13	-56	-3	-54	-131	-2.0
CC(NC(=O)c1ccc(F)cc1)c1ccc2c(c1)CCCC2 (configuration not stated)	1	-5	-56	-1	0	14	16	-5	15	-73	2.6
Cc1cc(C)nc(SCCCn2c(=O)[nH]c3ccccc32)n1	2	-2	6	0	12	10	14	-21	-1	-3	1.9
O=C(NCc1ccco1)c1ccc(-c2ccc(F)c(F)c2)c2ccoc12	x	-11	-110	x	0	-25	-50	7	x	-75	-0.5
O=C(CCc1ccccc1)Nc1ccnn1C1CCN(Cc2ncc[nH]2)CC1	2	8	7	2	2	4	8	-17	1	21	1.4
CCOc1cc([N+](=O)[O-])cc2c1C(=O)Nc1ccccc1O2	69*	-2	-24	0	-13	20	-6	-1	10	20	2.9
Cc1nc2nc(C)c(NS(=O)(=O)c3ccc(C4CCCCC4)cc3)c(=O)n2[nH]1	1	-11	0	1	4	4	7	-5	5	3	-0.1
CCC1=C2CC[C@H]3C(=O)N(c4ccccc4)C(=O)[C@H]3[C@H]2[C@@]2(C)C(=NCc3ccccc3)OC(=O)N2C1=O	21	11	14	-1	-3	-18	-20	9	1	-5	-0.8
O=C(CN1CCN(c2ncccn2)CC1)NCc1ccccc1	1	-1	11	4	-9	-4	-1	1	-12	11	2.2
CCCc1cc(=O)[nH]c(SCC(=O)c2cc(C)n(CC3CCCO3)c2C)n1 (configuration not stated)	5	2	9	x	-2	-8	12	-28	7	7	0.0
COc1ccc(C(=O)C2CCCN(Cc3cn[nH]c3-c3ccccc3)C2)cc1OC (configuration not stated)	8	13	4	1	-13	25	5	-2	11	13	-2.0
O=S(=O)(Nc1nc2ccccc2nc1NCCO)c1cccc(Cl)c1	-3	-25	-12	3	26	-4	10	10	1	9	-1.3
Nc1nonc1C(=O)N1CCCCC1	-2	-5	10	-4	3	1	-11	-3	-6	-3	-0.6
CSCCC(NC(=O)COc1ccccc1)C(=O)N1CCCCCC1 (configuration not stated)	40	24	10	-1	-8	-18	-8	5	0	4	-0.6
O=C(c1ccc(Cl)cc1)C1CCCN(Cc2ccc(Oc3ncccn3)cc2)C1 (configuration not stated)	-17	6	2	0	-5	19	21	-4	6	-5	-0.3
COc1ccc(C(=S)N2CCOCC2)cc1OC(=O)c1ccc([N+](=O)[O-])cc1[N+](=O)[O-]	-8	-17	0	-1	5	-5	-5	13	15	20	1.3

(further entries)
SMILES	EBV LMP1 NFkB	CF NFkB block	HIF-2a block	NR2E3 ag-1	KKLEB tox	Shn3 inh set2	NR2E3 ag-2	C8 TRAIL sens	MITF TRPM1 inh	Peg3 prom inh	iPSC survival up
Cc1nonc1NC(=O)Nc1cccnc1	-23	-11	13	0	14	-8	-1	5	8	3	-1.3
CC(=O)Nc1ccc(S(=O)(=O)N2CCN=C2SCc2ccc(C)cc2)cc1	-1	4	-124	0	-8	-40	-28	6	-26	-138	-0.3
CC(C)(C)c1ccccc1NC(=O)c1ccc2c(c1)SC1=NS(=O)(=O)CCN12	5	-15	16	0	-2	9	-5	-11	7	11	-0.5
CCN(CC)S(=O)(=O)c1cc(NC(=O)C(C)N2CCN(Cc3ccc4c(c3)OCO4)CC2)ccc1C (configuration not stated)	13	-16	6	-2	3	12	7	-12	-11	4	-0.8
COc1ccc(/C=N/NC(=O)c2cccnc2)cc1	-29	-8	-101	-1	7	-19	-10	-4	-14	-40	-0.4
COC(=O)C1=C(CS(=O)(=O)c2ccccc2)NC(=O)NC1c1ccccc1 (configuration not stated)	-4	-10	19	-2	12	-47	-21	-4	6	14	-0.6

Complete entries, looked up by structure. Order of values: EBV LMP1 NFkB	CF NFkB block	HIF-2a block	NR2E3 ag-1	KKLEB tox	Shn3 inh set2	NR2E3 ag-2	C8 TRAIL sens	MITF TRPM1 inh	Peg3 prom inh	iPSC survival up
`CCN(CC)S(=O)(=O)c1cc(NC(=O)C(C)N2CCN(Cc3ccc4c(c3)OCO4)CC2)ccc1C` (configuration not stated) as listed: 13	-16	6	-2	3	12	7	-12	-11	4	-0.8
`CC(=O)Nc1ccc(S(=O)(=O)N2CCN=C2SCc2ccc(C)cc2)cc1` as listed: -1	4	-124	0	-8	-40	-28	6	-26	-138	-0.3

Bioassay records (PubChem)

These rows are one share of the data; count on the stated rates, not on these rows.
